D1 potentiator – Potentiators of Human D1 Dopamine Receptor: qHTS; D(1A) dopamine receptor (Homo sapiens), P21728; HEK293 TREx D1 cells, calcium flux, dopamine EC20 potentiation; potentiation, % at 10 µM; 360,000 compounds, 0.036% hits; in the data active = potentiation above about 30%; also: 0% is about no effect
D2 antag – HTS Assay for Allosteric Antagonists of the Human D2 Dopamine Receptor: Primary Screen for Antagonists; HEK293 TREx D2 cells, calcium flux, dopamine EC80; AID 485344, 2010; 340,000 compounds, 2% hits; inhibition, % at 10 µM; in the data active = inhibition above about 30%; also: 0% is about no effect
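Antagonism is scored as inhibition of an EC80 dopamine-evoked calcium signal in a force-coupled, tetracycline-inducible HEK293 T-REx D2 line, with compound present 180 s before agonist.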
TRHR PAM – qHTS for Small Molecule Agonists and Allosteric Enhancers of Human TRH Receptor: Primary Screen for Enhancers; TRHR cells, fluo-8 calcium fluorescence, EC20 TRH enhancement; AID 493056, 2011; Thyrotropin-releasing hormone receptor (Homo sapiens), P34981; 360,000 compounds, 0.66% hits; enhancement, % at 2 µM; in the data active = enhancement above about 30%; also: 0% is about no effect
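Enhancer read-out: after compound pinning and an initial kinetic agonist-mode read, an EC20 of TRH (10 nM final) was injected and fluo-8 calcium signal (Ex 480/Em 530) followed at 1 s/cycle for 100 cycles in TRHR-expressing cells.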
D1 antagonist – Antagonist of Human D 1 Dopamine Receptor: qHTS; D(1A) dopamine receptor (Homo sapiens), P21728; HEK293 TREx D1 cells, calcium flux, dopamine EC80; hits give low values; activity change, negative = inhibition, % at 10 µM; 360,000 compounds, 3.2% hits; in the data active = activity change below about -30%; also: % is scaled to controls: 0 for no effect and ±100 for the full control effect
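Tetracycline-induced HEK293 T-REx cells with force-coupled D1 receptor were loaded with a no-wash calcium dye. Compound was added after a 10 s baseline and read kinetically for 180 s; EC80 dopamine was then added and calcium flux followed another 180 s.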
D2 potentiator – HTS Assay for Positive Allosteric Modulators of the Human D2 Dopamine Receptor: Primary Screen for Potentiators; D(2) dopamine receptor (Homo sapiens), P14416; HEK293 T-REx D2, calcium flux, EC20 dopamine potentiation; potentiation, % at 10 µM; 340,000 compounds, 0.34% hits; AID 485347, 2010;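 active = potentiation over 3 SD above the plate norm, cut at about 30% in these data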; also: 0% is about no effect
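Using a no-wash calcium dye in inducible, force-coupled HEK293 Trex cells expressing D2, we tracked fluorescence each second for 180 s after compound, then for 180 s after EC20 dopamine to detect augmented signalling.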
RXFP1 agonist – qHTS Assay for Agonists of the Relaxin Receptor RXFP1; Relaxin receptor 1 (Homo sapiens), Q9HBX9; HEK293T-RXFP1 cAMP TR-FRET, 30 min; response scale: percent of porcine relaxin response, buffer zero; Potency, µM (titrated, usually from 57.5 µM), inactives show at the top dose activation, hits mostly activators; 370,000 compounds, 0.3% hits; AID 2676, 2010; active = well fitted activation curve with a large enough effect; inconclusive = small, poorly fitted or top-dose-only effect; also: potency is read from the fitted curve at half-maximal effect; % is scaled to controls: 0 for no effect and ±100 for the full control effect; nearly all actives have a fitted effect of over 60% in size; many of its hits are not listed in these tables
Target sequence (Q9HBX9 whole entry, looked up): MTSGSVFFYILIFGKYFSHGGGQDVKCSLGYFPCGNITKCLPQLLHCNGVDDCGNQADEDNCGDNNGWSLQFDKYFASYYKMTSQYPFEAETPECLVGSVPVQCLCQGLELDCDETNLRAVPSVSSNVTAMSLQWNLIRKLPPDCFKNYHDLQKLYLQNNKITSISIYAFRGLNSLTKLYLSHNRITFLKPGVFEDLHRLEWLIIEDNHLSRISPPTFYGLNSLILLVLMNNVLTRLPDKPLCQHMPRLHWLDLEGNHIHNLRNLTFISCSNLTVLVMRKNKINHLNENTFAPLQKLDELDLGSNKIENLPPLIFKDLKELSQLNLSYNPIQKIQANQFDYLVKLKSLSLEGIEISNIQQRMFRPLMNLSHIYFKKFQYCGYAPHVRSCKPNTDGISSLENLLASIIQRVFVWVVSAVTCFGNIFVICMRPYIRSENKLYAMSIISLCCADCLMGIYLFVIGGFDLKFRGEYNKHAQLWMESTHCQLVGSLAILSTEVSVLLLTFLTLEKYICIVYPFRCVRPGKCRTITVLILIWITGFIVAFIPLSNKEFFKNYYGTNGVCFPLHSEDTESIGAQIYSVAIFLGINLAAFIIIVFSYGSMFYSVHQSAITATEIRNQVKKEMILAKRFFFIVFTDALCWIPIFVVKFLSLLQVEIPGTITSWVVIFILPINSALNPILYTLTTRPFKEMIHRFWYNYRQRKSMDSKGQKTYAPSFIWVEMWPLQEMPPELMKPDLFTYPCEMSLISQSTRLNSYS
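HEK293T cells stably expressing RXFP1 were pretreated with the PDE4 inhibitor Ro 20174, exposed to compounds for 30 min at 37C, lysed, and cAMP was read by TR-FRET. Data normalized to buffer (basal) and 29 nM porcine relaxin (100%).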
RXFP1 antag – qHTS Assay for Antagonists of the Relaxin Receptor RXFP1 | Relaxin receptor 1 (Homo sapiens), Q9HBX9 | HEK293-RXFP1, relaxin-stimulated cAMP HTRF, 30 min; hits give low values | activity change, negative = inhibition, % at 57.5 µM | 350,000 compounds, 0.59% hits | AID 1259400, 2018;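 active = activity change of -60% or lower, but not beyond a set lower limit; inconclusive = change between -60% and -40%, or beyond the set limit; inactive = change above -40%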; also: % is scaled to controls: 0 for no effect and ±100 for the full control effect
D1 ag – Allosteric Agonists of the Human D1 Dopamine Receptor: qHTS | 360,000 compounds, 1% hits | HEK293 T-REx D1 cells, calcium flux, agonist mode | activation, % at 2 µM; in the data active = activation above about 30%; also: 0% is about no effect
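Tetracycline-induced HEK293 TREx D1 cells, force-coupled to calcium signalling, were dye-loaded with a no-wash calcium kit. Compound was pin-added after a 10 s baseline. Fluorescence was read kinetically at 1 cycle/s for 180 s, with calcium rises flagged as agonism.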
D2 ag – HTS Assay for Allosteric Agonists of the Human D2 Dopamine Receptor: Primary Screen for Agonists; 340,000 compounds, 0.53% hits; D(2) dopamine receptor (Homo sapiens), P14416; activation, % at 2 µM; HEK293 T-REx D2 cells, calcium flux agonist mode; AID 485358, 2010;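 active = activation over 3 SD above normal in the single-dose calcium agonist read, cut at about 30% in these data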; also: 0% is about no effect
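HEK293 Trex D2 cells, tetracycline-induced, o/n 30 C 5% CO2; no-wash Ca dye, RT 30–90 min; 10-cycle baseline, 23 nl cpd added, kinetic Ca read 180 s; agonist hits = positive Ca response.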
* marks the source's active call; other numbers are inactive results; ? = inconclusive; · = not tested or not shown. This is a subset (hit frequency here may not be typical).

Compound	D1 ag	RXFP1 antag	TRHR PAM	D1 potentiator	D1 antagonist	D2 ag	D2 potentiator	D2 antag	RXFP1 agonist
O=C(NCCSc1ccc(Cl)cc1)c1ccc(CN2CCOCC2)cc1	10.7	-9.6	-2.8	-2.6	-18.2	0.8	-2.5	12.8	-3.6%
CCc1nnc(NC(=O)CCc2c[nH]c3ccccc23)s1	3.6	3.8	5.1	-6.8	-18.6	-0.4	1.6	2.3	-0.1%
CS(=O)(=O)c1ccc(-c2cccc(NC(=O)c3ccco3)c2)nn1	0.1	-15.1	0.7	-0.9	0.7	0.0	-12.0	-3.4	0.7%
CN(CC(=O)Nc1ccccc1Cl)C(=O)COC(=O)CN1C(=O)NC2(CCCC2)C1=O	1.4	-12.3	-0.9	-0.3	-1.3	0.6	10.6	-13.1	1.9%
CN(C)CCCN(C(=O)c1ccc(S(=O)(=O)N(C)Cc2ccccc2)cc1)c1nc2cc3c(cc2s1)OCO3	19.6	-1.7	-8.9	-2.7	-55.3*	-0.2	-13.4	-2.1	1.7%
COc1ccc(NS(=O)(=O)c2cccc(C(=O)NNC(=O)c3ccc(C)o3)c2)cc1	0.0	6.0	11.7	2.2	8.8	0.1	-10.7	-4.8	0.7%
CCCN(CC(=O)Nc1ccccc1OC)C(=O)c1cnc(Cl)c(Cl)c1	0.3	-13.3	-1.8	-1.8	3.5	-0.8	2.3	0.2	4.8%
O=C(OCc1nnc(-c2cccs2)o1)c1cccnc1Cl	-0.4	3.1	2.8	2.8	0.4	-0.1	16.6	27.6	2.5%
Cc1ccccc1-c1nc(CN2CCC(C(=O)NCc3ccccc3Cl)CC2)c(C)o1	20.8	·	2.4	-5.0	-1.3	3.6	·	·	-0.9%
Cc1cccc(C(=O)Nc2ccccc2SCC(=O)Nc2ccc(C)c(Cl)c2)c1	4.1	10.2	-3.6	-1.6	8.3	·	·	·	7.6%
COc1ccccc1CNC(=O)COC(=O)CSc1ccc(F)cc1	2.2	0.7	2.5	3.0	-2.2	-0.1	0.0	-14.8	-1.9%
CN(C(=O)CSc1nnc(-c2cccs2)n1C1CC1)C1CCS(=O)(=O)C1 (stereo not drawn)	3.4	5.9	0.4	-8.4	9.1	·	·	·	0.5%
Cc1cccnc1NC(N)=S	2.5	15.1	-0.6	10.9	0.7	0.2	4.4	2.3	0.1%
O=C(Nc1ccc(F)cc1)c1cncs1	1.7	9.5	-0.8	-9.6	-3.7	·	·	·	2.0%
COc1cc(C(=O)Oc2cccc(C)c2)cc(OC)c1OC	0.0	-5.8	19.9	-5.2	-1.7	1.5	8.6	-0.8	1.9%
O=C(CCC1N=C2c3ccccc3N=C(SCc3cccc(Cl)c3)N2C1=O)NCc1ccco1 (stereo not drawn)	1.9	1.4	49.5*	-6.7	2.6	-0.2	-6.1	-7.1	-0.4%
Cc1onc(-c2ccccc2)c1C(=O)OCC(=O)N(CC(C)C)c1c(N)n(Cc2ccccc2)c(=O)[nH]c1=O	3.2	-24.2	-4.2	-0.3	17.0	-0.2	11.9	-5.5	0.5%
Cc1cccc(C)c1OCC(O)Cn1nnc2ccccc21 (stereo not drawn)	1.6	-14.6	2.4	-1.3	-1.6	-0.5	-4.3	-16.7	2.5%
Cc1nn(C(C)C(=O)NCc2cccs2)c(C)c1[N+](=O)[O-] (stereo not drawn)	2.0	7.3	-15.7	-1.9	-3.9	0.9	0.7	-2.9	-0.1%
Cc1cccc(C(=O)OCc2cnc(Cl)s2)c1	4.3	-23.9	-6.6	8.9	8.6	1.1	0.6	-8.7	1.9%
O=C(OCC1OC2C(Oc3nc(=O)ccn32)C1O)c1ccccc1 (stereo not drawn)	2.5	-4.3	6.7	-2.0	2.8	-1.7	0.1	-4.5	-0.9%
O=C(Nc1ccccc1O)c1ccc(Cl)cc1	7.5	4.3	7.0	-7.7	4.8	0.6	14.7	-5.1	1.0%
COc1ccc(/C=C(\NC(=O)c2ccccc2)C(=O)N2CCN(C)CC2)cc1OC	3.2	-3.6	-0.9	-0.1	-11.2	1.1	-1.5	5.4	0.6%
CC(=O)c1cccc(N(C(=O)CS(=O)CC(=O)Nc2ccc(F)cc2)C(C(=O)NC2CCCCC2)c2ccc(C)o2)c1 (stereo not drawn)	1.4	22.8	2.4	-4.6	-0.5	0.6	-1.9	-0.1	-2.1%
COc1cccc(CNC(=O)COC(=O)CCc2cc(OC)c(OC)c(OC)c2)c1	2.3	-9.7	6.2	·	25.3	-0.1	9.5	14.3	1.0%
Cc1c(NC(=O)C(C)OC(=O)C23CC4CC(CC(Br)(C4)C2)C3)c(=O)n(-c2ccccc2)n1C (stereo not drawn)	1.0	-4.7	-8.2	-5.1	11.8	-0.1	4.3	20.4	-0.2%
Cc1cccc(N2CCN(C(=O)C3CCN(C(=O)c4cc5sccc5n4C)CC3)CC2)c1C	7.9	?	0.9	-5.4	0.4	-0.3	-5.7	·	4.4%
CN(C)CCN(Cc1ccco1)C(=O)c1oc2ccccc2c1NC(=O)COc1ccccc1	16.0	11.3	4.0	-13.0	-40.3*	0.9	-15.7	6.4	3.4%
CC(=O)C1C(c2ccc(OC(F)F)cc2)NC(=O)NC1(O)C(F)(F)F (stereo not drawn)	8.1	·	-1.2	·	-24.3	0.6	-6.9	-15.9	0.6%
C/C(=N/NC(=O)CNC(=O)c1ccccc1)c1ccc(C)cc1	-1.7	-5.2	5.1	1.9	6.9	-0.4	-5.1	-16.2	1.5%

Structures shown so far that have an NH in an aromatic ring (2):
Compound	D1 ag	RXFP1 antag	TRHR PAM	D1 potentiator	D1 antagonist	D2 ag	D2 potentiator	D2 antag	RXFP1 agonist
CCc1nnc(NC(=O)CCc2c[nH]c3ccccc23)s1	3.6	3.8	5.1	-6.8	-18.6	-0.4	1.6	2.3	-0.1%
Cc1onc(-c2ccccc2)c1C(=O)OCC(=O)N(CC(C)C)c1c(N)n(Cc2ccccc2)c(=O)[nH]c1=O	3.2	-24.2	-4.2	-0.3	17.0	-0.2	11.9	-5.5	0.5%

Other results follow.
Compound	D1 ag	RXFP1 antag	TRHR PAM	D1 potentiator	D1 antagonist	D2 ag	D2 potentiator	D2 antag	RXFP1 agonist
CC12CNCC(C)(CN(C3(O)C(=O)Nc4ccc(Br)cc43)C1)C2=O (stereo not drawn)	1.6	6.4	0.6	3.4	6.7	-0.4	24.6	-10.8	0.0%
CCn1c2c(c(C)cc1=O)C(=O)CC(C)(C)C2	0.4	-0.8	33.7*	-5.7	-8.2	0.7	-3.6	1.8	3.6%
Cc1cc2ncn(C(=O)N3CCC(C)CC3)c2cc1C	-0.4	-1.2	4.1	-1.0	-5.1	-0.9	1.7	-4.2	0.3%
CCN(CC)C(=O)CSc1nc2c(sc(=S)n2-c2ccccc2)c(=O)[nH]1	-2.1	-4.8	-1.3	-5.8	12.0	-1.2	0.9	-1.6	-1.7%
CN(C)c1ccc(C2C3C(=O)N(c4ccc(C(=O)O)cc4)C(=O)C3ON2c2ccccc2)cc1 (stereo not drawn)	4.0	-2.9	0.2	-2.1	24.1	0.5	-6.7	10.8	1.4%
CC(C)c1ccc(OCC(O)CN2CCN(c3ccc(F)cc3)CC2)cc1 (stereo not drawn)	-0.2	-5.8	2.7	0.5	4.0	28.8	-16.2	·	-3.3%
CN(c1cc(=O)n2ccccc2n1)C1CCCCC1	2.9	-26.7	3.1	-4.7	-0.8	-1.7	6.8	-3.9	0.8%
CC1Cc2ccccc2N1S(=O)(=O)c1ccc2c(c1)n(C)c(=O)c(=O)n2C (stereo not drawn)	1.2	-8.0	26.5	3.3	2.9	0.6	10.0	-12.0	1.6%
COC(=O)c1cc2sccc2n1Cc1nc(-c2ccc(OC)cc2)oc1C	4.9	-4.1	26.2	5.7	5.0	-0.9	13.5	-14.1	4.6%
CCc1onc(C)c1C(=O)Nc1ccc2c(c1)OCO2	0.3	1.2	-3.2	-2.1	12.4	·	·	·	2.5%
CCOC(=O)CC1C(=O)NCCN1Cc1cccc(C(F)(F)F)c1 (stereo not drawn)	0.2	·	-9.7	-0.8	1.9	0.2	-5.3	-9.4	-1.6%
O=C(COC(=O)CNC(=O)c1ccccc1)NCCNC(=O)COC(=O)CNC(=O)c1ccccc1	1.7	-6.3	-0.8	4.7	-7.2	0.9	6.1	7.3	0.1%
Cc1ccc(C)c(NC(=O)CN2C(=O)COc3ccc(S(=O)(=O)N4CCCC4)cc32)c1	1.5	8.6	-6.1	-5.7	6.7	0.3	9.7	-1.7	0.5%
O=C(Nc1ccc(-c2cn3cccnc3n2)cc1)c1ccccc1F	-0.4	16.9	-4.8	-6.0	5.4	0.6	-7.7	·	5.1%
Cc1sc(NC(=O)CN2CCOCC2)nc1-c1ccc2c(c1)CCN2S(=O)(=O)c1ccccc1	10.8	8.6	-2.4	-0.7	-6.3	1.0	-2.5	10.3	1.4%
CC(OC(=O)/C=C/c1ccco1)C(=O)Nc1cccc([N+](=O)[O-])c1 (stereo not drawn)	2.2	-4.8	2.6	-6.2	-3.8	-1.5	5.4	-8.6	0.2%
CC(=O)[C@@H]1[C@@H](C)N(Cc2ccccc2)C(=O)N[C@H]1c1cccc(C(F)(F)F)c1	4.8	·	-0.6	-1.1	-2.3	0.8	4.7	-5.6	6.7%
C/C=C/c1ccccc1OCc1ccc(C(=O)O)o1	-2.6	-2.3	0.3	-1.6	-8.6	-0.6	-10.6	8.2	0.1%
O=C(COc1ccc(Cl)cc1)Nc1ccc2c(c1)nc1n2CCOC1	5.7	-0.4	3.8	0.1	1.0	0.6	-4.2	8.1	1.6%
Cc1ccn2c(=O)nc(SCC(=O)Nc3ccc4c(c3)OCO4)nc2c1	4.6	-15.7	-6.1	1.0	16.1	0.0	5.1	5.0	3.9%
CC(=O)c1ccccc1NC(=O)COC(=O)/C(=C/c1ccccc1)n1nnnc1C	1.2	5.4	3.5	-4.3	1.9	1.4	19.0	-3.2	-1.4%
O=c1cc(-c2cccc(Cl)c2)oc2cccc(O)c12	0.4	·	-3.4	-6.0	6.9	-0.4	6.5	6.3	0.4%
